D1 ag = human D1 receptor agonism; P21728; HEK293 T-REx D1 cells, calcium flux, agonist mode; activation, % at 2 µM; AID 504660; 360,000 compounds, 1% hits; in the data active means activation above about 30%; further: 0% is about no effect
Target sequence (P21728 whole entry, looked up): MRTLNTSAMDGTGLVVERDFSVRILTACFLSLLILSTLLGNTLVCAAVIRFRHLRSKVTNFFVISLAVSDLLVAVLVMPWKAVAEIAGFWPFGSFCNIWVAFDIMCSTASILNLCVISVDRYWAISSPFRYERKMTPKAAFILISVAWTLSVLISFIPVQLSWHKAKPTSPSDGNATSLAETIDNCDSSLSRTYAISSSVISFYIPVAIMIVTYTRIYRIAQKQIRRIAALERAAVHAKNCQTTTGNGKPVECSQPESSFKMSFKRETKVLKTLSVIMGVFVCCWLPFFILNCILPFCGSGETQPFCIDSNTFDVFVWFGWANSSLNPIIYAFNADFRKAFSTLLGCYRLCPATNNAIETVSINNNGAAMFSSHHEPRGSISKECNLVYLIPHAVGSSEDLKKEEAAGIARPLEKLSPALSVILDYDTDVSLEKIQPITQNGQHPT
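Inducible HEK293 T-REx D1 cells, force-coupled to calcium signalling, were plated at 4000 cells/well with tetracycline and held overnight at 30 C. After no-wash calcium dye loading, compound-evoked calcium rise over 180 s flagged agonists.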
RXFP1 antagonist = blocks the human relaxin receptor RXFP1. Q9HBX9. HEK293-RXFP1, relaxin-stimulated cAMP HTRF, 30 min; stronger effect = lower value. activity change, negative = inhibition, % at 57.5 µM. 350,000 compounds, 0.59% hits. AID 1259400;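 active means activity change of -60% or lower, but not beyond a set lower limit; inconclusive means change between -60% and -40%, or beyond the set limit; inactive means change above -40%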; further: on the % scale 0 is the no-effect control and ±100 the full control effect
D1 antag = blocks dopamine activation of the human D1 receptor; P21728; HEK293 TREx D1 cells, calcium flux, dopamine EC80; stronger effect = lower value; activity change, negative = inhibition, % at 10 µM; 360,000 compounds, 3.2% hits; in the data active means activity change below about -30%; further: on the % scale 0 is the no-effect control and ±100 the full control effect
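HEK293 T-REx cells expressing inducible, force-coupled D1 receptor; no-wash Ca dye, 30–90 min RT. Cmpd → 180 s read at 1 Hz → EC80 DA → 180 s read.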
TRHR enhancer = allosteric enhancers of human TRH receptor; P34981; TRHR cells, fluo-8 calcium fluorescence, EC20 TRH enhancement; enhancement, % at 2 µM; 360,000 compounds, 0.66% hits; AID 493056; in the data active means enhancement above about 30%; further: 0% is about no effect
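Enhancer read-out: after compound pinning and an initial kinetic agonist-mode read, an EC20 of TRH (10 nM final) was injected and fluo-8 calcium signal (Ex 480/Em 530) followed at 1 s/cycle for 100 cycles in TRHR-expressing cells.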
D2 antag = antagonists of human D2 dopamine receptor; P14416; HEK293 TREx D2 cells, calcium flux, dopamine EC80; inhibition, % at 10 µM; 340,000 compounds, 2% hits; in the data active means inhibition above about 30%; further: 0% is about no effect
Target sequence (P14416 whole entry, looked up): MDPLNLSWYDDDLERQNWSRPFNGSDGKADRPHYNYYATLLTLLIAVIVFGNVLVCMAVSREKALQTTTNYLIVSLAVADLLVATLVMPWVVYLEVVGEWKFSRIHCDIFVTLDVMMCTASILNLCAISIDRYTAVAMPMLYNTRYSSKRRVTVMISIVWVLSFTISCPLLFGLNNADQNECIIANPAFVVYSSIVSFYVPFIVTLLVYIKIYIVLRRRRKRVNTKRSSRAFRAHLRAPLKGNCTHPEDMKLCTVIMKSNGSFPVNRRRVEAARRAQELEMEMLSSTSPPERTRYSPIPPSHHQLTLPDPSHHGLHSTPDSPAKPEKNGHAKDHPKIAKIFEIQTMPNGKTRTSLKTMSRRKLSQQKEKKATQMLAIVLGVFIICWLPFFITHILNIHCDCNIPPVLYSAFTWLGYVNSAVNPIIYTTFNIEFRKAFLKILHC
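HEK293 T-REx D2 cells, tet-induced, calcium dye no-wash. Cpd pintool add, 180 s kinetic, then EC80 DA, 180 s kinetic. Ca flux read.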
RXFP1 ag = activates the human relaxin receptor RXFP1. Potency, µM (highest dose often 57.5 µM), inactives show at the top dose activation, actives largely listed as activators. AID 2676. 370,000 compounds, 0.3% hits. HEK293T-RXFP1 cAMP TR-FRET, 30 min; response scale: percent of porcine relaxin response, buffer zero; active means well fitted activation curve with a large enough effect; inconclusive means small, poorly fitted or top-dose-only effect; further: potency means the concentration at half of the fitted maximal effect; on the % scale 0 is the no-effect control and ±100 the full control effect; nearly all actives have a fitted effect of over 60% in size; many of its hits are not listed in these tables
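cAMP rise read by TR-FRET after 30 min, 37C compound exposure (up to 58 uM) in RXFP1-transfected HEK293 cells with Ro 20174 present. EC50 from Hill-equation fits, with 29 nM porcine relaxin as 100% and buffer as basal.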
D2 PAM = positively modulates the human D2 dopamine receptor allosterically; P14416; HEK293 T-REx D2, calcium flux, EC20 dopamine potentiation; potentiation, % at 10 µM; 340,000 compounds, 0.34% hits; AID 485347;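 active means potentiation over 3 SD above the plate norm, cut at about 30% in these data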; further: 0% is about no effect
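Calcium flux readout, no-wash dye, 1 read/s. Inducible HEK293 Trex D2 line, overnight 30 C. Compound alone 180 s (agonist flags), then EC20 dopamine, another 180 s to score potentiation.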
D2 ag = D2 dopamine receptor (human) agonism; P14416; HEK293 T-REx D2 cells, calcium flux agonist mode; activation, % at 2 µM; 340,000 compounds, 0.53% hits; AID 485358;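 active means activation over 3 SD above normal in the single-dose calcium agonist read, cut at about 30% in these data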; further: 0% is about no effect
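Agonism is scored from calcium flux in a force-coupled, inducible HEK293 cell line expressing D2, read kinetically for 180 s after compound addition against dopamine controls.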
D1 PAM = potentiators of human D1 dopamine receptor. potentiation, % at 10 µM. AID 504651. P21728. 360,000 compounds, 0.036% hits. HEK293 TREx D1 cells, calcium flux, dopamine EC20 potentiation; in the data active means potentiation above about 30%; further: 0% is about no effect
An asterisk follows results filed as active; ? = inconclusive; · = not tested or not shown. The list is partial, so the mix of outcomes need not match the whole.

(1) CC1CN(S(=O)(=O)c2cc(C(=O)NCc3ccncc3)ccc2Cl)CC(C)O1 (stereo not given)
(2) c1ccc(-c2nnc(C(c3ccccc3)c3ccccc3)o2)cc1
(3) Cc1ccc(NS(=O)(=O)c2c(C)[nH]c(C)c2C(=O)N2CCCCC2)cc1F
(4) O=C(Nc1ccccc1)/C(=C1\CCCN1)[N+](=O)[O-]
(5) O=C(CSc1ncc(-c2ccccc2)nn1)NCc1ccco1

Compound	1	2	3	4	5
D1 ag	3	10	0	2	1
RXFP1 antagonist	-6	-8	1	0	6
D1 antag	22	7	12	-13	8
TRHR enhancer	-3	-9	1	-2	8
D2 antag	-4	-8	-19	-19	18
RXFP1 ag	-0.5%	0.3%	-0.2%	0.0%	0.3%
D2 PAM	8	3	-5	-3	-4
D2 ag	-0.6	0.7	0.5	1.6	0.3
D1 PAM	-3	-6	6	-1	-1

Record cards, from the list above.
O=C(CSc1ncc(-c2ccccc2)nn1)NCc1ccco1 is listed with D1 ag: 1; RXFP1 antagonist: 6; D1 antag: 8; TRHR enhancer: 8; D2 antag: 18; RXFP1 ag: 0.3%; D2 PAM: -4; D2 ag: 0.3; D1 PAM: -1
Cc1ccc(NS(=O)(=O)c2c(C)[nH]c(C)c2C(=O)N2CCCCC2)cc1F is listed with D1 ag: 0; RXFP1 antagonist: 1; D1 antag: 12; TRHR enhancer: 1; D2 antag: -19; RXFP1 ag: -0.2%; D2 PAM: -5; D2 ag: 0.5; D1 PAM: 6

Later entries:
(6) CC(C)c1ccc(NC(=O)C(Cc2ccccc2)NS(=O)(=O)c2ccc3c(c2)CCC(=O)N3)cc1 (stereo not given)
(7) O=C(Nc1nnc(SCc2ccc(Cl)cc2)s1)c1ccco1
(8) CCN1CCN(Cc2ccc3c(c2)Cc2ccccc2-3)CC1
(9) CCCNC(=O)Cc1c(OC)ccc2cc(Br)ccc12
(10) CCC(C)NC(=O)c1sc2ncccc2c1-n1c(C)ccc1C (stereo not given)

Compound	6	7	8	9	10
D1 ag	2	1	18	0	0
RXFP1 antagonist	·	4	·	27	-13
D1 antag	-3	-19	1	3	1
TRHR enhancer	-11	0	8	2	-4
D2 antag	·	·	-5	9	·
RXFP1 ag	3.4%	-2.5%	-0.4%	22%	0.5%
D2 PAM	-4	11	4	0	18
D2 ag	-0.3	·	0.3	2.3	-0.3
D1 PAM	-2	-3	0	1	-1

(11) Cc1ccc(S(=O)(=O)CC(=O)NCc2ccc(Cl)cc2)cc1
(12) Cc1c(Cl)cccc1NS(=O)(=O)c1ccc(-c2ccc(=O)[nH]n2)o1
(13) CCC(CC)C(=O)Nc1c(C)n(C)n(-c2ccccc2)c1=O
(14) CSC1=NCCN1C(=O)Cc1cccs1
(15) CC(C)(C)c1nnc(NC(=O)c2ccc(Cl)nc2)s1

Compound	11	12	13	14	15
D1 ag	2	1	0	3	4
RXFP1 antagonist	1	12	11	·	7
D1 antag	14	2	-1	4	-7
TRHR enhancer	-9	10	10	2	-2
D2 antag	3	17	17	-20	6
RXFP1 ag	0.2%	0.1%	-3.8%	1.6%	2.4%
D2 PAM	-5	-5	-2	0	6
D2 ag	-0.7	-1.3	0.1	-0.6	0.3
D1 PAM	1	4	-6	·	-3

Filtered by structure, the entries above with a furan ring, fused or not (3)
(5) O=C(CSc1ncc(-c2ccccc2)nn1)NCc1ccco1
(7) O=C(Nc1nnc(SCc2ccc(Cl)cc2)s1)c1ccco1
(12) Cc1c(Cl)cccc1NS(=O)(=O)c1ccc(-c2ccc(=O)[nH]n2)o1

Compound	5	7	12
D1 ag	1	1	1
RXFP1 antagonist	6	4	12
D1 antag	8	-19	2
TRHR enhancer	8	0	10
D2 antag	18	·	17
RXFP1 ag	0.3%	-2.5%	0.1%
D2 PAM	-4	11	-5
D2 ag	0.3	·	-1.3
D1 PAM	-1	-3	4

The listing continues.
(16) CC1=NN(c2ccccc2)C(=O)/C1=C\c1cc(C)n(-c2ccccc2)c1C
(17) O=C(CCNC(=O)c1ccc([N+](=O)[O-])cc1)Nc1nccs1
(18) CC(C)CC(=O)Nc1c(C(=O)N2CCN(c3ccccc3F)CC2)oc2ccccc12
(19) CN(C)c1ccc(CNC(=O)CCn2c(=O)c3cccn3c3ccc(F)cc32)cc1
(20) CCn1c(=O)c2cc(C(=O)NCCCN(C)Cc3ccccc3)sc2c2ccccc21

Compound	16	17	18	19	20
D1 ag	5	-1	-1	4	2
RXFP1 antagonist	2	-6	-15	-4	·
D1 antag	13	3	13	-30*	-20
TRHR enhancer	7	2	-2	5	0
D2 antag	-10	-5	·	·	·
RXFP1 ag	-0.4%	0.1%	-5.1%	?	4.4%
D2 PAM	13	11	1	4	-15
D2 ag	-0.5	-0.3	1.6	-0.8	-0.8
D1 PAM	-1	2	-2	-2	-4

(21) Nc1ccc(-c2nnc(-c3ccccc3)o2)cc1
(22) COc1ccc(Br)c(C(=O)N(C)CC(=O)Nc2ccc(N3CCOCC3)cc2)c1
(23) CNc1nc(Nc2ccc(C(C)=O)cc2)nc(OC(C(F)(F)F)C(F)(F)F)n1
(24) Cc1ccc2nc(Br)c3c(c2c1)OC(CBr)C3 (stereo not given)
(25) CCOc1ccc(-c2nn(-c3ccccc3)cc2C2NC(=O)NC(C)=C2C(=O)OC(C)C)cc1C (stereo not given)

Compound	21	22	23	24	25
D1 ag	2	0	11	8	23
RXFP1 antagonist	3	-11	-3	5	·
D1 antag	-6	-51*	-31*	2	-36*
TRHR enhancer	-1	9	3	12	2
D2 antag	6	·	-15	0	·
RXFP1 ag	22%	1.2%	0.6%	18%	3.6%
D2 PAM	0	·	-1	-2	-3
D2 ag	-1.6	·	0.4	2.1	3.5
D1 PAM	3	-3	-7	0	6

(26) CC1CN(S(=O)(=O)N(C)C)CCN1S(=O)(=O)N(C)C (stereo not given)
(27) CCSc1nnc(NC(=O)CSc2sc3c(O)cc(=O)[nH]c3c2C#N)s1
(28) O=C(NCc1ccccc1)c1ccc(NC(=O)c2ccccc2F)cc1
(29) CCOc1cc(CN2CCN(C(=O)c3ccco3)CC2)ccc1OC
(30) COc1ccc2nc(C)c3cc(C)oc3c2c1

Compound	26	27	28	29	30
D1 ag	0	0	2	-2	0
RXFP1 antagonist	-3	-29	3	11	-8
D1 antag	-4	-30	-7	14	-6
TRHR enhancer	18	1	-7	0	-6
D2 antag	-9	1	4	74*	7
RXFP1 ag	0.3%	5.2%	-1.9%	-1.5%	-0.4%
D2 PAM	-3	·	1	-29	-2
D2 ag	-0.7	-3.1	0.4	99*	0.5
D1 PAM	-3	-2	-7	4	-7

(31) COc1ccc(NC(=O)CS(=O)CC(=O)NCc2cccc(C(F)(F)F)c2)cc1 (stereo not given)
(32) Cc1ccc(CNC(=O)Cn2c(=O)n(CC(=O)N3CCCCC3)c(=O)c3sccc32)cc1
(33) Cc1ccc(C(C)C)c(OCCN(C)C)c1
(34) CCN(CC)CCN(C(=O)C1=COCCO1)c1nc2ccc(C)cc2s1
(35) COc1ccccc1CNC(=O)[C@H](Cc1c[nH]c2ccccc12)NC(=O)[C@@H]1Cc2ccccc2CN1

Compound	31	32	33	34	35
D1 ag	1	1	6	0	0
RXFP1 antagonist	-1	4	-10	-9	10
D1 antag	0	18	4	1	8
TRHR enhancer	2	7	0	7	10
D2 antag	4	-15	4	8	-3
RXFP1 ag	2.3%	0.0%	0.6%	0.4%	0.9%
D2 PAM	-7	4	6	-23	-8
D2 ag	-0.6	0.3	0.2	0.0	-0.6
D1 PAM	-5	5	-6	-3	0

(more compounds)
Screens in order: D1 ag	RXFP1 antagonist	D1 antag	TRHR enhancer	D2 antag	RXFP1 ag	D2 PAM	D2 ag	D1 PAM
36) S=C(Nc1ccc2nc(-c3ccccn3)c(-c3ccccn3)nc2c1)N1CCCCC1
  1	4	-6	-4	2	-0.2%	8	0.6	-3
37) Cc1ccc(OCc2ccc(C(=O)Nc3nccs3)o2)cc1C
  4	-8	1	-2	·	0.4%	·	·	1
38) O=C(/C=C\Nc1ccccc1Br)c1ccc2c(c1)OCO2
  13	-6	-7	-5	-13	0.3%	1	0.7	4
39) S=c1[nH]nc(-c2cccs2)n1Cc1ccccc1
  1	-29	-18	-1	-2	5.7%	-4	-0.8	-8
40) CCC(C)NC(=O)CSc1nnc(-c2cc(-c3ccc(C)cc3)nc3ccccc23)n1N (stereo not given)
  5	-3	-1	-8	-2	0.0%	-3	-0.2	-4
41) Cc1ccc(NC(=O)C2CCCN(S(=O)(=O)c3cnc[nH]3)C2)cc1F (stereo not given)
  3	·	8	15	-8	0.2%	-8	-0.7	-3
42) O=C(CCCCCN1C(=O)c2cccc3cccc(c23)C1=O)NCc1ccco1
  0	-4	-1	-1	4	0.6%	1	-1.6	3
43) CCN(C(=O)c1ccc(S(=O)(=O)N2CCCC2)cc1)C1CCS(=O)(=O)C1 (stereo not given)
  1	6	0	-4	6	2.4%	0	-0.1	-8
44) O=C(O)c1ccc(COc2c(F)c(F)cc(F)c2F)cc1
  0	-16	14	-2	-9	-2.4%	14	0.2	3
45) O=C(NCCc1cnc[nH]1)c1cccs1
  6	14	-4	-3	·	-2.7%	·	·	-5
46) Cc1cc(C(=O)NCc2cccnc2)no1
  5	3	7	16	11	-0.3%	9	0.6	2
47) CCN(CC)S(=O)(=O)c1ccc(NC(=O)c2cccc3c2C(=O)N(CCOC)C3)cc1
  11	-2	-13	2	-3	0.1%	18	0.3	-13
48) CC1CCN(S(=O)(=O)c2csc(C(=O)Nc3ccccc3)c2)CC1
  2	-20	3	3	12	-2.2%	0	0.2	-6
49) Cc1cccc(OCC(=O)O/N=C(\N)Cc2ccc([N+](=O)[O-])cc2)c1
  6	-9	12	-1	-6	0.0%	12	2.2	0
50) CN(CC(=O)N1CCN(c2ccc(F)cc2)CC1)S(=O)(=O)c1ccc2c(c1)c(=O)n(C)c(=O)n2C
  1	1	-1	5	3	1.8%	-6	-0.1	-5

Screening results: PubChem, National Center for Advancing Translational Sciences (NCATS)
